SIAE inh: human SIAE inhibition, primary screen; SIAE FP-Rh probe binding, fluorescence polarization; inhibition, % at 9.66 µM; 0.69% of 370,000 active;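 active = inhibition above a cutoff: mean of compounds within the control limits plus 3 SD of those, cut at about 17% in these data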;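 also: 0% = plate median of compound wells and 100% = probe without SIAE protein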
ADAM10 inh: ADAM10 inhibition, QFRET primary screen; 0.62% of 370,000 active; inhibition, % at 7 µM; AID 720582; recombinant ADAM10, EDANS/DABCYL FRET peptide cleavage, 3 h; O14672;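 active = inhibition above a per-campaign cutoff equal to the mean of compounds falling between control-based bounds plus 3 SD, cut at about 20% in these data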;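 also: 0% = DMSO wells while the 100% control is not disclosed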
PLC-gamma1 inh: inhibitors of human phospholipase C gamma1; purified PLC-gamma1, fluorogenic substrate, fluorescence; AID 720700; P19174; inhibition, % at 12.2 µM; 0.84% of 370,000 active; in the data active = inhibition above about 9.5%
Target sequence (P19174 whole entry, looked up): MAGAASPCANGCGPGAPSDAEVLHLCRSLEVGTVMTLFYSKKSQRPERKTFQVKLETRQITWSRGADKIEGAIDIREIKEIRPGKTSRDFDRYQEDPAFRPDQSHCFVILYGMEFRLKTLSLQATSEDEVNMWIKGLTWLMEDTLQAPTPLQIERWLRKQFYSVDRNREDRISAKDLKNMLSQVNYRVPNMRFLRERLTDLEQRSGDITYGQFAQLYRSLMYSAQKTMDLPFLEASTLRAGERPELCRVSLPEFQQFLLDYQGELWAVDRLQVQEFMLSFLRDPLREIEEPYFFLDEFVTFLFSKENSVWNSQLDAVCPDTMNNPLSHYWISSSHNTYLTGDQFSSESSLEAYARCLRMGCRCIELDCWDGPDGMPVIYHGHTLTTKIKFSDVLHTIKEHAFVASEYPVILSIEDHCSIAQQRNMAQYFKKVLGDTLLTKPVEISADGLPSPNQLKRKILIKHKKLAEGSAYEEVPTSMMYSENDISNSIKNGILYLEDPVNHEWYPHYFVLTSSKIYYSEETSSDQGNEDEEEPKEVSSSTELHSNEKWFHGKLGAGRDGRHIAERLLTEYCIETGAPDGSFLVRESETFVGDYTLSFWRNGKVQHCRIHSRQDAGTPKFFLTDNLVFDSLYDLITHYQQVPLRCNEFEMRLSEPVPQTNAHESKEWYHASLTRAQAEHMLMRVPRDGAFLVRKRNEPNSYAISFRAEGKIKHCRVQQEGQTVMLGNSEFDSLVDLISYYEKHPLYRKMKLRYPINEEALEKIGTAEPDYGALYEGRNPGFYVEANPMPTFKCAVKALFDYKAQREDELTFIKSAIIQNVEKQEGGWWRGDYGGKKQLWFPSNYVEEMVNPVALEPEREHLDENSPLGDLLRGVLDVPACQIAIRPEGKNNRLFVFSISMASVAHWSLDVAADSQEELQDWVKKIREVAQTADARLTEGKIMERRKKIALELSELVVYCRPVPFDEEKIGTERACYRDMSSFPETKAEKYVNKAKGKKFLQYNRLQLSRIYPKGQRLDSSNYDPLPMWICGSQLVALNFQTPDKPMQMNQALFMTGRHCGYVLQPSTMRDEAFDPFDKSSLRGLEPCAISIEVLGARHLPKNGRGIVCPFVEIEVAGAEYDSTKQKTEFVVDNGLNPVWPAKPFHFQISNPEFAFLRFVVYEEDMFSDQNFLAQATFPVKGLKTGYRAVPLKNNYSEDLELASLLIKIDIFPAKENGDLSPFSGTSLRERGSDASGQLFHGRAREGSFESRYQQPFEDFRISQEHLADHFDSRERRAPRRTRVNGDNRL
Tn6 DDE FP: DD(E)-Tn6 binding inhibition, primary FP screen; 0.21% of 370,000 active; inhibition, % at 8.3 µM; P02675; Fibrin DD(E) TRITC-Tn6 fluorescence polarization displacement;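 active = inhibition above a per-campaign cutoff: mean of compounds within control limits plus 3 SD, cut at about 15% in these data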;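 also: 0% = median of all compound wells on the plate and 100% = blocking peptide control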
ASAP1 inh: blocks human ASAP1-stimulated Arf1 GTP hydrolysis. Q9ULH1. GDP FP detection. inhibition, % at 16.5 µM. 0.19% of 360,000 active. AID 624377; in the data active = inhibition above about 25%;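 also: 0% = vehicle with enzyme and substrate and 100% = no enzyme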
PLCb3 inh: PLC-beta3 (human) inhibition, primary screen | Purified PLC-beta3, fluorogenic substrate, fluorescence | 0.18% of 370,000 active | Q01970 | inhibition, % at 12.2 µM; in the data active = inhibition above about 11%;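 also: 0% = median of compound wells on plate and 100% = full blocker control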
ARFGAP1 inh: rat ARFGAP1 inhibition. 0.26% of 360,000 active. Arfgap1-stimulated ARF1 GTP hydrolysis, GDP FP detection. AID 651572. inhibition, % at 16.5 µM. Q62848;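 active = inhibition above a per-plate limit, mean inhibition of low control wells plus 3 SD, cut at about 25% in these data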;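 also: 0% = DMSO wells with enzyme and 100% = wells lacking Arfgap1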
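Assay system: purified rat His6-Arfgap1 residues 1-136 (GAP domain); Reagent: human Δ17 ARF1 bound to GTP; Dosing: 16.5 µM single point, 1.26% DMSO; Times: GTP hydrolysis reaction 2 h at 25 °C; Signal: FP, GDP Alexa 633 tracer displaced from anti-GDP antibody, 620/688 nm; Measure: % inhibition from polarization.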
ADAM17 inh: inhibits human ADAM17. P78536. recombinant ADAM17, EDANS/DABCYL FRET peptide cleavage. inhibition, % at 6.95 µM. 0.83% of 370,000 active. AID 720648;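 active = inhibition above the mean of compounds lying between control limits plus 3 SD, set per campaign, cut at about 8.5% in these data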;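 also: 0% = DMSO-only wells as the low control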
DDE Tn7 FP inh: inhibitors of Tn7 peptide binding to human fibrin DD(E). P02675. FP displacement of FITC-Tn7 peptide from fibrin DD(E); 0% = median of compound wells per plate. inhibition, % at 8.3 µM. 0.13% of 370,000 active. AID 720508;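 active = inhibition above the mean of compounds falling within the control limits plus 3 SD of them, cut at about 14% in these data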;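 also: 0% = plate median of compound wells and 100% = 10 µM Aha-Tn7 peptide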
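Assay system: human fibrin DD(E) protein / Input: 2 µM fibrin DD(E) / Benchmarks: high control of 10 µM Aha-Tn7 peptide / Measured by: fluorescence polarization of the labelled Tn7 tracer / Medium: Tris buffer with calcium and detergent, pH 7.8 / Timing: 10 min compound pre-incubation, 3 h probe incubation at room temperature / Repeats: one replicate per compound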
TDP2 absorb: TDP2 (human) inhibition, absorbance primary screen | O95551 | recombinant TDP2, T5PNP hydrolysis, p-nitrophenol absorbance 415 nm | inhibition, % at 12.8 µM | 0.34% of 370,000 active | AID 720702;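 active = inhibition above the mean of all tested compounds plus 3 SD, set per campaign, cut at about 25% in these data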;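 also: 0% = DMSO with enzyme and 100% = buffer with substrate but no TDP2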
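System – recombinant human TDP2 · Quantity – TDP2 enzyme at 120 nM final · Doses – single concentration, 12.8 µM nominal, with 1% DMSO · Incubation – 2 h at 37 °C · Measured by – epi absorbance of p-nitrophenol freed from T5PNP by hydrolysis · Read-out – % inhibition relative to enzyme-containing and enzyme-free wells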
The depositor's hits bear a star; nt = not tested or not shown.

SMILES	TDP2 absorb	PLC-gamma1 inh	Tn6 DDE FP	PLCb3 inh	DDE Tn7 FP inh	ASAP1 inh	ARFGAP1 inh	ADAM10 inh	SIAE inh	ADAM17 inh
CC(=O)Nc1ccc(C(=O)OCC(=O)Nc2ccc(Cl)cc2C(=O)c2ccccc2)cc1	9.9	-0.4	1.6	-2.0	-0.4	-5.1	15.7	4.2	-34.0	-2.0
CSc1ncc(/C=C2/C(=O)NC(=O)N(c3ccc(Cl)cc3)C2=O)cn1	1.4	-3.2	-2.6	-7.5	5.5	1.8	2.0	3.8	-1.8	-5.3
CC1=CP(=O)(Oc2ccc([N+](=O)[O-])cc2)CC1 (stereo not drawn)	-4.7	-0.7	1.1	3.3	-4.3	6.9	13.7	-6.7	15.6	-0.4
Cc1cccc(-n2c(O)c(/C=C3/C(c4ccccc4)=Nc4ccccc43)c(=O)[nH]c2=O)c1	-9.7	-15.9	-5.8	-29.4	0.5	0.4	-5.0	-21.2	-9.3	-7.2
O=C(NC1CCCCC1)N1C[C@H]2C[C@@H](C1)c1cccc(=O)n1C2	-7.9	-0.7	-0.1	-4.6	-5.9	-3.9	0.9	-3.5	1.6	-4.0
CN1C(=O)C(C2c3ccccc3C(=O)N2Cc2ccc([N+](=O)[O-])cc2)C(=O)N(C)C1=O (stereo not drawn)	13.3	-1.5	7.8	0.4	11.8	-10.4	-7.4	3.2	1.4	-2.9
CSc1ccc(C(=O)C2CCCN(CCCn3cccn3)C2)cc1 (stereo not drawn)	-8.0	1.0	2.1	1.9	2.5	-3.7	-5.9	-3.8	-5.7	1.1
Cc1c(C(=O)Nc2ccccc2)cc(-c2ccccc2)n1CCCN1CCOCC1	-6.4	4.2	-3.3	-3.4	2.5	-0.7	-5.0	-6.0	-7.2	-2.5
CN1CCN(C(=O)COc2ccc(Oc3ccccc3)cc2)CC1	-3.5	-1.7	-0.5	3.7	-7.8	-7.8	16.1	-0.7	14.4	1.8
CC(=O)O[C@H]1CCC2C3CCC4=CC(=O)CCC4=C3C=C[C@@]21C (stereo partly drawn)	-1.1	-130.7	-1.6	-169.6	2.2	-2.0	-1.7	-136.1	4.1	-33.2
COC(=O)C1=C(c2ccc(F)cc2OCc2ccccc2)C[C@@H]2CC[C@H]1N2C(=O)NCc1ccc(C(C)(C)C)cc1	5.8	1.9	-8.3	0.6	-3.3	11.7	4.0	1.6	-6.7	-6.0
CC(Cc1ccccc1)NC(=O)/C=C/C(=O)O (stereo not drawn)	-0.9	3.3	-5.7	1.9	0.1	-7.7	3.7	5.0	0.2	-0.6
O=C(c1ccccc1)N1CCC2(CC1)OCCO2	-0.7	0.6	-4.0	-3.8	-2.0	-5.1	-2.8	-0.8	-8.0	-0.1
Cc1cc(NC(=O)COC(=O)c2c(C)nn(Cc3ccccc3Cl)c2C)no1	14.3	1.2	2.9	-3.3	-1.5	1.8	9.8	-4.9	4.6	-6.4
COc1cc(C(=S)N2CCOCC2)cc(OC)c1OC(=O)Cc1ccccc1	9.8	-0.5	-2.5	-2.1	4.3	9.9	1.7	1.3	19.4*	1.2
COc1cccc(OC)c1CN1CCCC(C(=O)c2cccc(Cl)c2)C1 (stereo not drawn)	9.0	0.3	6.1	-5.0	-4.2	-0.1	-18.9	1.8	10.9	0.9
CCOC(=O)c1c(C)n(Cc2ccccc2)c2ccc(OCC(O)CNC(C)(C)C)cc12 (stereo not drawn)	-8.0	1.9	-2.2	5.1	-2.4	-0.7	0.5	6.1	4.9	1.0
CCOC(=O)C1(CCc2ccccc2)CCN(Cc2ccc3c(c2)OCCO3)CC1	4.4	3.5	0.2	-0.5	0.6	-10.2	0.7	-0.6	5.6	-4.2
c1cc2c(cc1CCNC1C3CC4CC(C3)CC1C4)OCO2 (stereo not drawn)	9.7	-0.6	-5.7	-1.1	-2.5	8.0	1.1	-0.1	-0.3	-2.1
CCCC[N+]12CCC(CC1)C(C(O)(c1ccccc1)c1ccccc1)C2 (stereo not drawn)	12.8	-1.9	3.7	-8.4	3.8	5.5	3.7	-11.1	5.1	-1.7
COc1cccc(-c2nc(CS(=O)CC(=O)N3CCC4(CC3)OCCO4)c(C)o2)c1 (stereo not drawn)	-4.8	-0.4	1.4	-1.3	3.7	-4.4	11.3	-0.1	-3.6	-1.0
CC(O)(CS(=O)(=O)c1cccc(C(F)(F)F)c1)C(=O)Nc1cccc(C(F)(F)F)c1 (stereo not drawn)	-18.8	4.7	-2.4	4.6	-2.5	16.1	3.2	9.6	0.7	7.7
COc1cc2c(cc1O)C[C@H]1c3c(cc(O)c(OC)c3-2)CCN1C	-7.2	-18.9	1.3	-22.3	-0.8	12.8	7.6	-169.6	9.1	-58.7
O=c1c2ccccc2nc(-c2ccccc2Cl)n1-c1cccc(O)c1	13.0	0.7	11.6	6.5	-6.7	-13.1	-8.9	2.3	-0.4	-1.2
Cc1nc2c(-c3ccc(F)cc3)c(C)nn2c(C)c1CCC(=O)N1CCC2(CC1)OCCO2	-5.0	-63.6	1.7	-83.2	0.9	-13.5	0.3	6.0	-3.1	0.9
N#Cc1cc(F)c(N2CCNCC2)cc1Cl	7.0	0.7	-1.4	3.5	-3.3	9.9	5.5	5.3	-1.6	-1.3
COC(=O)C1=C(c2ccc3ccccc3c2)C[C@@H]2CC[C@H]1N2C	11.8	-2.0	0.8	-2.8	-1.4	3.8	9.2	4.5	7.7	-1.9
CCOC(=O)C1=C(C)OC(N)=C(C#N)C12C(=O)N(C)c1ccccc12 (stereo not drawn)	-10.5	7.3	0.6	-1.8	-5.3	8.2	0.9	0.8	2.0	2.6
Cc1ccc(-n2c(O)c(C=NC3CCCC3)c(=O)[nH]c2=O)c(C)c1	3.1	0.9	1.1	-1.6	13.3	7.9	-7.8	-0.6	1.2	2.1
COC(=O)C1=C(c2ccc(Cl)c(C(F)(F)F)c2)C[C@@H]2CC[C@H]1N2C(=O)NCCO	-3.4	0.6	4.5	1.1	0.3	-5.2	4.6	5.3	1.5	2.5
C[N+]1=C(N)NC2=C3CCCCC3ONC2C1 (stereo not drawn)	4.2	-5.0	5.8	-4.7	1.9	nt	nt	-12.4	9.5	-3.8
CCc1ccccc1N1C(=O)/C(=C/c2ccc(N3CCN(C)CC3)o2)C(=O)NC1=S	-0.6	-12.9	2.9	-19.7	-4.8	2.0	-3.9	-6.3	-19.2	0.0
Cc1ccc(NC(=O)CCNC(=O)N2C[C@H]3C[C@@H](C2)c2cccc(=O)n2C3)c(C)c1	-6.1	1.1	-5.1	5.5	-3.5	16.0	11.0	-6.2	2.6	0.2
C/C=C(\C)C(=O)N[C@@H](c1ccccc1)[C@@H](O)C(=O)O[C@H]1C[C@@]2(O)[C@@H](OC(=O)c3ccccc3)C3[C@](C)(C(=O)[C@H](OC(C)=O)C(=C1C)C2(C)C)[C@H](O)C[C@H]1OC[C@@]31OC(C)=O (stereo partly drawn)	3.3	2.6	-1.4	7.5	-4.1	-1.2	-2.8	-1.9	0.0	3.1
O=C(Cc1ccccc1)N1CCN(CCCc2ccccc2)CC1	-5.6	2.2	3.5	6.2	7.7	-0.4	6.0	3.3	4.1	1.1
CC(=O)Nc1ccccc1C(=O)OCC(=O)Nc1ncccn1	12.8	-4.7	9.1	-11.3	1.6	-6.7	-4.3	-6.8	7.3	-5.2
C=CCn1c(O)c(C(CC)=NCC2CCCO2)c(=O)[nH]c1=O (stereo not drawn)	6.3	-5.2	-3.3	-3.9	-0.6	-3.8	-9.3	5.6	-3.1	-1.4
Cc1cccc(N=Cc2c(O)n(C)c(=O)n(C)c2=O)c1	-6.5	-1.2	-0.2	-9.8	1.5	8.7	6.7	2.8	-2.0	-2.2
COc1ccc(N=C2SCCCN2C)cc1	-1.0	-2.1	-8.1	0.3	6.0	5.9	8.9	0.6	-10.1	0.5
O=P(/C=C1\OCc2ccccc21)(Oc1ccccc1)Oc1ccccc1	-2.5	0.2	1.4	-0.8	4.4	-8.6	-17.2	-19.4	0.0	-3.6
CC(N)C(=O)NC1C2C(=C(O)CC(O)C2O)C(=O)OC1(C)C(Cl)Cl (stereo not drawn)	0.6	1.6	-13.2	1.7	-0.8	8.7	-7.3	0.9	1.0	-3.0
Cc1ccsc1C(=O)C1CCCN(Cc2ccccc2O)C1 (stereo not drawn)	10.2	0.0	-2.8	0.6	4.0	11.0	-12.3	2.9	-2.9	-0.3
COC1=CC(=O)[C@]2(C=C1OC)OC[C@@H]1Oc3c(ccc4c3C=CC(C)(C)O4)C(=O)[C@@H]12	6.0	-7.4	1.1	-6.2	4.1	1.6	12.8	-5.1	4.5	-2.3
O=C(C(=O)N1CCOCC1)c1cn(Cc2ccccc2)c2ccccc12	2.0	1.5	2.3	-5.8	0.7	0.9	2.4	-4.1	-9.6	-3.8
Cn1c(=O)c2c(nc(N/N=C/c3c(O)n(C4CCCCC4)c(=S)[nH]c3=O)n2C)n(C)c1=O	-10.6	-19.2	2.5	-25.5	1.6	-1.2	6.2	-3.5	7.0	-1.2

Not all compounds are listed; the hit share may differ from the screen's.
